PTEN del growth – growth suppressors of cells with PTEN tumor suppressor deletion | hit rate 1.2% among 140,000 | HCT116 PTEN-null viability, CellTiter-Glo, 60 h; hits give low values | viability, % at 10 µM;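 active means viability at or below a set limit, 4 SD under the median of all tested compounds, cut at about 3.7% in these data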;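 further: PTEN knockout HCT116 line with beta catenin targeted HCT116 as companion control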
Yeast growth inh – chemicals that inhibit yeast BB579 growth in restrictive medium (lifespan-shortening candidates); S. cerevisiae BB579 growth, OD615, 48 h; inhibition, % at 10 µM; hit rate 0.51% among 140,000;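 active means inhibition above a set limit, 3 SD over the mean compound inhibition, cut at about 44% in these data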; further: inactives centre near -24
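controls = amphotericin B 10 µg/mL, positive | assay system = DeaD yeast strain BB579 | schedule = 48 h compound exposure at 30 °C after 4 h preincubation | detection = OD615 turbidity measurement | medium = restrictive CSMM-D medium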
MRP-1 activ – activators of MRP-1; H69AR cells + doxorubicin, viability rescue, CellTiter-Glo; viability increase, % at 10 µM; hit rate 0.61% among 140,000; AID 799;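 active means viability gain under doxorubicin at or above a set limit, the compound median plus 3 SD, cut at about 4.7% in these data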;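 further: MRP-1 overexpressing cells given doxorubicin 25 µM after compound pretreatment; 18-22 h compound pretreatment then 72 h with doxorubicin before readout; 0% = doxorubicin-only wells and 100% = vehicle-treated cells without doxorubicin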
E-sel TNF inh – blocks E-selectin expression induced by TNF alpha; HUVEC TNFa-induced E-selectin immunofluorescence, high content; inhibition, % at 2 µM; hit rate 0.71% among 120,000;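 active means inhibition above the batch mean plus 3 SD, and confirmed as a hit on visual image review, cut at about 43% in these data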;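 further: 0% = TNF-stimulated DMSO wells and 100% = unstimulated control wells; not every result past the cut was called active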
Phagocyt inh – inhibitors of macrophage phagocytosis; J774A.1 macrophage IgG-bead phagocytosis, imaging; inhibition, % at 5 µM; hit rate 0.07% among 110,000; AID 1029;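 active means inhibition above the mean of the plate negative controls plus 5 SD, cut at about 13% in these data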;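 further: phagocytic index as fraction of beads internalized from green versus red external bead signal; plate controls were DMSO negative control for no effect and cytochalasin-D positive control for full effect; some results beyond the cut were filed as inactive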
bCat KO growth – beta-catenin-lacking colon tumor cell growth suppression; viability, % at 10 µM; HCT116 beta-catenin knockout viability, CellTiter-Glo, 60 h; hits give low values; hit rate 1.5% among 140,000;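 active means viability at or under a set limit, the compound median less 4 SD, cut at about 6% in these data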;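 further: 0% = Hyamine 1622 control at 20 µM and 100% = untreated cell control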
Measles CPE – protection of cells from measles virus; Measles virus-infected cells, CPE protection, absorbance; protection (pct of control), % at 4 µM; hit rate 1.5% among 140,000; in the data active means protection mostly above about 24%, no sharp cut-off; inactive means mostly below about 26%; further: some compounds called inactive have numbers as strong as hits
GALR2 antag – blocks the human galanin receptor 2. O43603. GALR2-expressing cells, antagonist mode. inhibition, % at 4 µM. hit rate 0.39% among 140,000. AID 828; in the data active means inhibition above about 27%;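 further: cells stimulated with galanin 1-16 at roughly its EC80; 0% = agonist challenge control and 100% = basal control without agonist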
Target sequence (O43603 whole entry, looked up): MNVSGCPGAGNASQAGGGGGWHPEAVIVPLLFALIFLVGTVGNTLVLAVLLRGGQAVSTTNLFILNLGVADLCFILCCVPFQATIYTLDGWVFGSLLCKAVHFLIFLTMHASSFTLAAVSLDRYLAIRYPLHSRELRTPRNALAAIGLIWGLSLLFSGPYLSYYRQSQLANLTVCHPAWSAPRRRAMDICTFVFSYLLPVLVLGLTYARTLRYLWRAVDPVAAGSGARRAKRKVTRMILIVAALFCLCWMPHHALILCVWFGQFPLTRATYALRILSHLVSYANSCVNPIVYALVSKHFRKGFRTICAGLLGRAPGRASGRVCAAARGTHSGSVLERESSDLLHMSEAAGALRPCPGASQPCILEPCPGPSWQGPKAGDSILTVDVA
Yeast lifespan up – extends the lifespan of yeast. hit rate 0.68% among 130,000. S. cerevisiae growth with nicotinamide, OD615; deaD strain in restrictive glucose medium. inhibition of the nicotinamide effect, % at 10 µM. AID 775;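 active means inhibition above a set limit, placed 3 SD over the median of all compounds, cut at about 26% in these data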;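 further: 0% = nicotinamide-treated wells and 100% = cells grown without nicotinamide; some compounds called inactive have numbers as strong as hits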
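assay system = DeaD-strain S. cerevisiae | measured by = absorbance at 615 nm | probe or stimulus = nicotinamide 1.5 mM | buffer or medium = CSMM-D glucose medium, restrictive | times = 48 h at 30 °C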
NPY-Y2 antag – antagonists of human neuropeptide Y receptor Y2 | P49146 | NPY-Y2 expressing cells, antagonist mode | inhibition, % at 2.7 µM | hit rate 0.99% among 140,000 | AID 793; in the data active means inhibition above about 17%;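 further: 0% = vehicle with agonist challenge and 100% = reference antagonist with challenge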
Target sequence (P49146 whole entry, looked up): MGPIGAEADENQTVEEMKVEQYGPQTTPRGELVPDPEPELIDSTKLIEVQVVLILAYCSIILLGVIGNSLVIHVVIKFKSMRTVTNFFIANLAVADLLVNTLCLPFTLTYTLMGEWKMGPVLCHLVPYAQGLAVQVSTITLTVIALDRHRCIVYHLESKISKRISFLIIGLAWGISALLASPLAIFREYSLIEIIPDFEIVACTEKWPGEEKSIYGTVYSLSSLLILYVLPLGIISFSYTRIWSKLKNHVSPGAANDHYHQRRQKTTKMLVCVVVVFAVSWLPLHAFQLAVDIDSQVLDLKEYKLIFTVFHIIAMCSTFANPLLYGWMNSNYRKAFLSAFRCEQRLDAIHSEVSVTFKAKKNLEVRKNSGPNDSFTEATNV
* = called active by the depositor; . = not tested or not shown; & = joins results of further samples.

no.	smiles	PTEN del growth	Yeast growth inh	MRP-1 activ	E-sel TNF inh	Phagocyt inh	bCat KO growth	Measles CPE	GALR2 antag	Yeast lifespan up	NPY-Y2 antag
1	C=CCNC(=O)c1ccc2nc(-c3ccccc3)c(-c3ccccc3)nc2c1	68	-55	-2.1	-1	.	81	36	-5	-14	2
2	O=C(COC(=O)[C@@H]1CC(O)CN1S(=O)(=O)c1ccccc1[N+](=O)[O-])Nc1ccc2ccccc2c1 (stereo partly specified)	103	-11	-1.7	16	-3	92	6	14	-5	-2
3	Cc1occc1-c1nnc(SCC(=O)c2cc3ccccc3oc2=O)o1	105	-65	-0.6	-11	-1	100	13	-1	18	2
4	Cn1c(=O)cc(OCCCC(=O)NCc2ccc3c(c2)OCO3)c2ccccc21	89	11	-2.1	.	-1	90	5	-6	-9	4
5	O=C(N/C(=C\c1ccco1)C(=O)N1CCCC1)c1cccs1	98	-20	-1.5	-9	0	94	13	-5	-3	2
6	COc1cccc(-c2cc(C(F)(F)F)nc(-n3cncn3)n2)c1	90	-36	-1.6	25	.	92	17	7	-18	-1
7	O=S(=O)(/N=C(\c1ccccc1)N1CCOCC1)c1ccc(Cl)cc1	81	-32	-2.9	.	-4	90	22	-5	-10	1
8	CCC(C(=O)NCCC1=CCCCC1)c1ccccc1 (stereo unspecified)	78	-38	-1.8	.	.	88	3	3	7	5
9	CNC(=S)NNC(=O)COc1ccccc1C	102	-7	0.3	-9	.	107	25	-1	-14	5
10	Cc1ccccc1C(=O)N1CCc2cc(-c3nc(NC(=O)Cc4ccc5c(c4)OCO5)sc3C)ccc21	65	-26	0.7	32	9	29	62*	6	-2	0
11	Cc1ccc(C(=O)N/N=C2\CCSC2)cc1[N+](=O)[O-]	110	18	-0.7	.	0	98	10	4	3	2
12	O=C(COc1ccc(Cl)cc1)NCCC1=CCCCC1	100	-15	-1.2	-16	-3	102	7	10	-16	6
13	Cc1[nH]c2ccccc2c1C(=O)CN1CCC(C(N)=O)(N2CCCCC2)CC1	71	-9	-4.6	.	-1	65	5	-6	-18	2
14	O=C(/C=C/c1ccccc1)c1ccoc1	11	-28	-6.1	31	-1	10	18	11	12	0
15	Oc1ccc(-c2csc(NCc3ccco3)n2)cc1	106	-16	-3.2	.	-2	103	9	8	-28	2
16	CCn1nc(C)c(/C=N/NC(=O)c2ccc3c(c2)c(C)c(C)n3Cc2ccccc2)c1C	88&97	-35	2.4	.	-1	91	2	-4	-16	1
17	CC1=NN(c2ccccc2)C(=O)C1C(=O)c1ccc(Cl)cc1 (stereo unspecified)	78	-35	-2.3	36	.	72	21	4	14	1
18	COCCNC(=O)CN(c1ccccc1OC)S(C)(=O)=O	116	-17	-0.2	-36	0	96	4	2	0	1
19	CCOC(=O)c1c(-c2ccccc2)csc1/N=C/C1C(=O)CCCC1=O	100	-14	-1.0	.	-3	100	53*	0	-8	1
20	CCCC(C)NCC(=O)Nc1ccccc1-c1ccccc1 (stereo unspecified)	90	-35	-1.3	11	-1	88	2	9	-12	5
21	O=C(Oc1ccc([N+](=O)[O-])cc1)c1cc(-c2ccccc2)nc2ccccc12	95	-8	0.1	-61	0	64	17	-3	-6	6
22	O=C1N(O)C2(C=CCCC2)/C(=N\O)C12CCCCC2 (stereo unspecified)	95	1	-3.7	.	0	94	3	6	-19	-2
23	Cn1c2ccccc2n2c(=O)c(=O)n(CC(=O)c3ccc(F)cc3)nc12	95	-57	0.3	.	-2	96	27	-4	-10	2
24	O=P(CCNCc1ccco1)(c1ccccc1)c1ccccc1	97	-42	-2.6	-11	-1	91	6	9	8	5
25	CC(C)C(=O)Nc1nnc(CCc2nnc(NC(=O)C(C)C)s2)s1	99	-26	-3.0	-22	.	95	2	-9	-2	-1
26	O=C(CSc1n[nH]c(-c2cccnc2)n1)Nc1ccccc1	99	-22	1.2	-9	.	96	5	-3	.	1
27	CCCN(CCC)C(=O)Cn1c(=O)n(CCCCC(=O)NC2CCCC2)c(=O)c2ccccc21	107	-35	-0.7	9	-1	106	8	3	-12	0
28	CCOc1ccc(Nc2ncnc(N)n2)cc1	113	-33	-0.2	.	0	109	8	10	-10	0
29	Cc1cccc2cc(CN(Cc3ccc(F)cc3)C(=O)C(F)(F)F)c3nnnn3c12	80	-24	1.0	13	.	81	15	6	.	1
30	COCCn1c(C)cc(C(=O)COC(=O)c2ccc(NC(=O)CC#N)cc2)c1C	76	-52	-1.7	-18	0	87	2	-4	-3	-1
31	COc1cccc(CN(C(=O)c2cc3ccccc3oc2=O)C2CC2)c1	100	-14	0.8	-9	1	88	8	1	1	2
32	Fc1ccc(C(c2nnnn2C2CCCC2)N(Cc2ccco2)CC2CCCO2)cc1 (stereo unspecified)	64	-37	-0.4	13	.	64	12	-9	12	43*
33	COc1ccc(Cc2nn3c(Cn4nnc5ccccc54)nnc3s2)cc1	88	-41	-0.5	-7	0	100	27	7	-14	1
34	COc1cccc(NC(=O)CCS(=O)(=O)c2cccs2)c1	99	-10	-3.5	-18	0	98	8	-11	3	2
35	CCC(NC(=O)/C(=C\c1ccc2c(c1)OCO2)NC(C)=O)C(=O)O (stereo unspecified)	99	-12	-0.3	19	-8	94	28	11	1	6
36	Cc1ccc(C)c(S(=O)(=O)Nc2ccccc2C(=O)Nc2ccc(S(=O)(=O)Nc3ncccn3)cc2)c1	108	-24	0.0	-13	5	95	3	1	-2	1
37	COc1cc(C)ccc1S(=O)(=O)N1CCN(C23CC4CC(CC(C4)C2)C3)CC1	79	-4	-3.2	15	0	83	3	-4	-4	1
38	COc1ccc(C2=C(C)CC(C)(C)NC2=O)cc1OC	107	-3	0.7	9	0	102	2	8	4	1
39	O=C(Nc1ccccc1)N1CCc2ccccc21	83	-4	-1.6	-6	.	71	31	15	.	1
40	COc1ccc(NC(=O)COC(=O)CCCc2c[nH]c3ccccc23)cc1	116	-24	-0.5	15	.	108	7	2	-6	12
41	Cc1ccccc1N(CC(=O)NCCSC1CCCCC1)S(=O)(=O)c1ccccc1	51	-51	-0.3	8	1	47	4	-6	2	0
42	CSCCC1NC(=O)N(CC(=O)Nc2c(Cl)cc(Cl)cc2Cl)C1=O (stereo unspecified)	98	-21	0.9	5	-1	99	3	7	-5	3
43	N#CC1=C(SCC(=O)c2cc3ccccc3oc2=O)NC(=O)C(C#N)C12CCCC2 (stereo unspecified)	91	-49	-2.1	-10	2	106	7	5	-6	0
44	Cc1nnc(SCC(=O)c2cc(C)n(-c3c(C)n(C)n(-c4ccccc4)c3=O)c2C)s1	100	-32	-3.0	.	0	100	5	4	-2	2
45	O=C(NC1CCS(=O)(=O)C1)c1c(NC(=O)C2COc3ccccc3O2)sc2c1CCCC2 (stereo unspecified)	16	-49	-5.4	6	-4	13	21	-1	-12	11
46	C=CCOC(=O)CN1C(=O)c2ccccc2C1=O	108	-40	-1.1	6	0	99	2	24	-10	4
47	Cc1ccc(-c2ccc(NC(=O)C3C4C=CC(C4)C3C(=O)O)cc2)o1 (stereo unspecified)	84	-11	-1.1	-21	1	90	9	7	-17	2
48	Cc1ccc(C)c(S(=O)(=O)N/N=C/c2cccnc2)c1	93	-33	-0.5	14	9	90	4	19	7	1
49	Cc1ccc(C(O)(C(=O)NNS(=O)(=O)c2ccc(C)cc2)c2ccc(C)cc2)cc1	89	-1	-0.5	.	.	97	18	10	1	-1
50	CCn1cc(C(=O)NCCOC)c(=O)c2ccc(C)nc21	110	-85	-0.3	0	1	101	6	-11	-9	3

Next part.
no.	smiles	PTEN del growth	Yeast growth inh	MRP-1 activ	E-sel TNF inh	Phagocyt inh	bCat KO growth	Measles CPE	GALR2 antag	Yeast lifespan up	NPY-Y2 antag
51	COc1cccc(OC)c1C(=O)NC(=S)Nc1ccc2c(c1)C(=O)N(C)C2=O	94	-14	-0.9	1	3	92	3	-8	3	8
52	O=C(Nc1ccc(F)cc1)Nc1ccc(Cl)cn1	59	-41	-0.5	1	4	52	6	14	-12	1
53	O=C(Cn1c(-c2cscn2)nc2ccccc21)Nc1ccc2ccccc2c1	50	-40	-4.0	.	.	63	26	3	-16	-1
54	COc1ccccc1NC(=O)c1ccc(NS(=O)(=O)c2ccc(F)c(F)c2F)cc1	87	-34	-3.1	.	.	94	13	-10	7	2
55	Cc1noc2ncnc(Sc3ccccc3Cl)c12	8	61*	-2.8	.	4	7	5	10	-1	-1
56	COc1cccc(C2CC(=O)N3CN(c4cccc(Cl)c4C)CSC3=C2C#N)c1OC (stereo unspecified)	69	-25	-2.9	1	.	79	14	0	-11	1
57	CC1(C)CC(=O)c2sc(NC(=O)C3COc4ccccc4O3)nc2C1 (stereo unspecified)	88	-21	-1.0	.	0	93	23	2	-7	2
58	Cc1cc(C)cc(NC(=O)C2CCCN(c3nc(C)cc(C)n3)C2)c1 (stereo unspecified)	33	-54	-4.8	.	0	73	7	12	-17	2
59	Cc1oc2c(CN3CCOCC3)c(O)ccc2c(=O)c1-c1ccccc1	92	-33	-3.2	.	0	95	20	-4	-6	7
60	Cc1occc1C(=O)NCc1ccco1	100	-5	-0.1	.	-8	101	18	7	-1	1
61	O=C(C[n+]1cc(-c2ccc(F)cc2)n2c1CCC2)N1c2ccccc2Sc2ccccc21	84	-10	1.5	.	.	96	3	13	1	4
